# Compound activity from PubChem.
# S3 lipid droplet: qHTS Assay for Lipid Storage Modulators in Drosophila S3 Cells; 320,000 tested, 0.64% active; AID 2685; Drosophila S3 cells, BODIPY lipid droplet fluorescence, 18-24 h; cells fed with added oleic acid; Potency in µM for hits, for the others lipid storage change, negative = inhibition, % at the top dose, mostly 46.1 µM; active = well fitted inhibition curve with a large enough effect in the signal ratio, with a control signal flat, not every such curve was filed as active; inconclusive = small, poorly fitted or top-dose-only effect, or effect the other way, or a change in a side signal; the % refers to the signal ratio
#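 Drosophila S3 cells loaded with oleic acid (400 uM, as added) and compounds at several concentrations; lipid droplets imaged by 488-nm laser-scanning cytometry, 500–530 nm intensity and object ratio to cell channel. Percent activity normalized to 20 uM Triacsin C.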
# S3 lipid droplet cell count max: recorded beside S3 lipid droplet, whose call it bears; cell number change, %; measured here: cell count max response;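 cells counted by Cell Tracker Red CMTPX staining in the red channel; peak over a dose series mostly up to 46.1 µM; percent activity relative to internal control wells on each plate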
# * marks the source's active call; other numbers are inactive results; i = inactive; ? = inconclusive; nt = not tested or not shown; [ ] = dose if it differs, or a comment. % is scaled to controls: 0 for no effect and ±100 for the full control effect; potency is read from the fitted curve at half-maximal effect. This is a subset. The share of hits here may be higher or lower than overall.
SMILES,S3 lipid droplet,S3 lipid droplet cell count max
COc1ccc(N2CCN(C(=O)COC(=O)c3ccc(CSC)o3)CC2)cc1,?,nt
CCC(CC)C(=O)Nc1cc(Cl)ccc1C,?,nt
CCOc1ccc(CCNC(=O)COC(=O)c2ccc(OC(C)C)cc2)cc1OCC,?,nt
CC(C)(C)OC(=O)N1CCC[C@@H]1CO,i,-15
CCn1c(CNc2ccccc2Cl)nnc1SCC(=O)OC1CCCCC1,?,nt
CC(=O)NC(CC(=O)Nc1ccc(S(=O)(=O)NC2=NCCCCC2)cc1)c1ccccc1 (stereo not drawn),?,nt
COC(=O)c1c(NC(=O)C2c3ccccc3Oc3ccccc32)sc(C)c1C,?,nt
O=C(Cn1cnc2c(cnn2-c2ccccc2)c1=O)OCc1ccccc1,-5%,3
CCOC(=O)CSC1=C(C#N)C(c2ccccc2)C(C(C)=O)=C(C)N1 (stereo not drawn),-9%,-2
O=C(Nc1ccc(F)cc1)Nc1ccccc1F,?,nt
CCOc1cc(Cl)c(NC(=O)c2ccco2)cc1OCC,?,nt
O=C1Nc2ccc([N+](=O)[O-])cc2OC1CCN1CCCC1 (stereo not drawn),?,nt
O=C(C1CCCN(Cc2cccs2)C1)N1CCCCCC1 (stereo not drawn),?,nt
C[C@]12C=CC(=O)C=C1CC[C@@H]1[C@@H]2C(=O)C[C@@]2(C)[C@H]1CC[C@]2(O)C(=O)COC(=O)CCC(=O)O,-6%,10
O=C(O)CN(c1ccccc1[N+](=O)[O-])S(=O)(=O)c1ccccc1,13%,9
O=S(=O)([O-])CCC[n+]1c(SCCCS(=O)(=O)O)sc2ccc(Cl)cc21,?,nt
Cc1cc(Br)ccc1SCC(=O)N1CCN(S(=O)(=O)c2ccccc2)CC1,i,11
Cc1ccc(C(=O)NNC(=O)c2ccc(NS(=O)(=O)c3cccs3)cc2)s1,18%,-29
CCc1ccc(NC(=O)C2CCN(S(=O)(=O)c3ccc4c(c3)NC(=O)CO4)CC2)cc1,?,nt
COCCCN1C(=O)c2ccc(C(=O)Nc3ccc(OC)cc3OC)cc2C1=O,?,nt
Cc1cc(C)n(CC2CC(=O)N(c3ccc(C)c(Cl)c3)C2=O)n1 (stereo not drawn),2%,-11
CCN=c1scc(C)n1/N=C/c1ccc(O)c(O)c1O,-3%,-1
COCCn1c(-c2ccc(Cl)cc2Cl)nc2c(c(=O)c3ccccc3n2C)c1=O,?,nt
CCOC(=O)C1C(=O)NC(SC)=C(C#N)C1c1ccccc1F (stereo not drawn),?,nt
Cn1c(=O)c2c(nc(CN3CCC(C(N)=O)CC3)n2Cc2ccccc2Cl)n(C)c1=O,3%,-6
# Continued:
SMILES,S3 lipid droplet,S3 lipid droplet cell count max
CSc1ccccc1NC(=O)CSc1n[nH]c(N)n1,?,nt
Cc1cccc(OCCCCCn2ccnc2)c1,?,nt
COc1ccccc1NC(=O)C(C)N1CCN(C/C=C/c2ccccc2)CC1 (stereo not drawn),?,nt
Cc1ccc(S(=O)(=O)N[C@H](C(=O)N2CCC(C(=O)N3CCC[C@H]3C(=O)O)CC2)C(C)C)cc1,-8%,-3
CCN(Cc1ccc2c(c1)OCCO2)S(=O)(=O)c1ccc(NC(C)=O)cc1,7%,10
Cc1ccsc1/C=N\NC(=O)c1cc(C(C)(C)C)[nH]n1,i,-8
COc1cccc(Oc2nc(-c3ccccc3O)nc3ccccc23)c1,i,-11
Cc1ccc(C(=O)NCCCN2CCOCC2)cc1Cl,?,nt
Cc1nn(C)c(C(=O)N/N=C/c2ccccn2)c1[N+](=O)[O-],-16%,8
CCc1nnc(NC(=O)CCC(=O)N2CCN(c3cccc(Cl)c3)CC2)s1,?,nt
COc1ccccc1CN1CC(C(=O)NCc2cccnc2)CC1=O (stereo not drawn),2%,-12
Cc1ccc(Cl)cc1N1CCN(Cc2nc3c(c(=O)[nH]c(=O)n3C)n2Cc2ccccc2F)CC1,?,nt
COCCNC(=O)CNC(=S)N(Cc1ccccc1)Cc1cccnc1,?,nt
Cc1cc(N2C(=O)C(=O)/C(=C(/O)c3ccc(Cl)cc3)C2c2cccc(Br)c2)no1 (stereo not drawn),?,nt
O=c1oc2ccccc2c(CNc2ccccc2)c1[N+](=O)[O-],15%,13
O=C(NCCC(=O)N1CCc2ccccc21)c1ccccc1Cl,i,nt
C=CCn1c(O)c(N=NC(=O)C(O)c2ccccc2)c2ccccc21 (stereo not drawn),?,nt
CNc1nc(SC)nc2ccsc12,i,nt
CN(C)/C=C1\C=C(c2ccccc2)OC1=O,?,nt
CC(=O)c1c(C)[nH]c(C(=O)OCC(=O)NCc2cccs2)c1C,-26%,-9
Cc1ccc(OCC(O)CN2CCN(c3ccccn3)CC2)c(C)c1 (stereo not drawn),?,nt
COc1cccc2cc(C(C)N(CCCN3CCOCC3)C(=O)Nc3ccccc3)oc12 (stereo not drawn),7%,-1
Cc1nc2ccccc2c2oc(C(=O)N3CCN(C4CCCCC4)CC3)cc12,2%,-16
COc1ccc(S(=O)(=O)N2CCOCC2)cc1NC(=O)CC1CCCC1,?,nt
CSc1ccccc1NC(=O)CN(C)Cc1cccc(Cl)c1,?,nt
# The listing continues.
SMILES,S3 lipid droplet,S3 lipid droplet cell count max
CCCN(CCC)C(=O)c1ccc2c(=O)n(Cc3ccco3)c(=S)[nH]c2c1,?,nt
CCOc1ccc(OCC)c(NC(=O)C2COc3ccccc3O2)c1 (stereo not drawn),-16%,-9
COc1ccc(CNC(=O)Cn2nnc3ccccc3c2=O)cc1,-9%,-15
CCCn1c(SCC(=O)N(C2CCCCC2)C2CCS(=O)(=O)C2)n[nH]c1=O (stereo not drawn),?,nt
CN1C(=O)C(C)(C)c2cc(S(=O)(=O)NCC3CCC(C(=O)NC4CCCCC4)CC3)ccc21 (stereo not drawn),?,nt
CCCOc1ccc(N2C(=O)CC(N(CCc3ccc(OC)c(OC)c3)C(=O)c3ccccc3)C2=O)cc1 (stereo not drawn),?,nt
CN1CCN(NC(=O)c2cccc3ccccc23)CC1,?,nt
Cc1onc(-c2ccccc2)c1C(=O)N1CCCc2ccccc21,26%,-10
CCN(CC)S(=O)(=O)N1CCC(C(=O)NC2CCCC2)CC1,i,-9
CC(Oc1ccc2oc3ccccc3c2c1)C(=O)NC12CC3CC(CC(C3)C1)C2 (stereo not drawn),?,nt
CCOc1ccc(NC(=O)c2ccc(-n3cccn3)nc2)cc1,-17%,11
Cc1ccc2nc(NC(=O)c3ccc(-c4nc5ccccc5s4)s3)sc2c1,0%,-5
COCCNC(=O)c1ccccc1-c1ccccc1C(=O)O,?,nt
CC(=O)c1c(C)[nH]c(C(=O)OCC(=O)Nc2cc(S(=O)(=O)N3CCCCC3)ccc2C)c1C,14%,1
NS(=O)(=O)c1ccc(NC(=O)c2cccc3ccccc23)cc1,-7%,-16
COc1ccc(NC(=O)c2sc(-c3ccccc3)nc2C)c(OC)c1,?,nt
O=C(Nc1ccccc1F)Nc1ccc([N+](=O)[O-])cc1Cl,-3%,6
O=C(CCNC(=O)C1CCN(S(=O)(=O)c2ccccc2)CC1)NCc1ccc(Cl)c(Cl)c1,i,-27
CCC(Sc1nccn1C)C(=O)Nc1cccc2ccccc12 (stereo not drawn),7%,-1
COc1ccc(N(CC(=O)N/N=C/c2ccco2)S(=O)(=O)c2ccccc2)cc1,7%,nt
CCCCn1cnc(C(=O)OCC)c1N,-5%,-4
CN(C(=O)CCN1C(=O)/C(=C/c2ccccc2)SC1=S)C1CCS(=O)(=O)C1 (stereo not drawn),i,11
CC1CN(S(=O)(=O)c2cccc(C(=O)Nc3ccccc3N3CCCCC3)c2)CC(C)O1 (stereo not drawn),23µM*,-19*
COc1cc(/C=C(/C(=O)c2cccs2)c2nc3ccccc3[nH]2)cc(OC)c1O,?,nt
O=C(O)CCSSCCC(=O)O,?,nt

# A draw from above in order of molecular weight, low to high:
SMILES,S3 lipid droplet,S3 lipid droplet cell count max
O=C(NCCC(=O)N1CCc2ccccc21)c1ccccc1Cl,i,nt
CCOc1ccc(OCC)c(NC(=O)C2COc3ccccc3O2)c1 (stereo not drawn),-16%,-9
Cn1c(=O)c2c(nc(CN3CCC(C(N)=O)CC3)n2Cc2ccccc2Cl)n(C)c1=O,3%,-6

# No new results follow: an excerpt of the list.
SMILES,S3 lipid droplet,S3 lipid droplet cell count max
CCCN(CCC)C(=O)c1ccc2c(=O)n(Cc3ccco3)c(=S)[nH]c2c1,?,nt
CCOc1ccc(OCC)c(NC(=O)C2COc3ccccc3O2)c1 (stereo not drawn),-16%,-9
COc1ccc(CNC(=O)Cn2nnc3ccccc3c2=O)cc1,-9%,-15

# Another view of some results above.
# Every second line gives: S3 lipid droplet, S3 lipid droplet cell count max
CC(Oc1ccc2oc3ccccc3c2c1)C(=O)NC12CC3CC(CC(C3)C1)C2 (stereo not drawn)
→ ?, nt
CCOc1ccc(NC(=O)c2ccc(-n3cccn3)nc2)cc1
→ -17%, 11
Cc1ccc2nc(NC(=O)c3ccc(-c4nc5ccccc5s4)s3)sc2c1
→ 0%, -5
COCCNC(=O)c1ccccc1-c1ccccc1C(=O)O
→ ?, nt
CC(=O)c1c(C)[nH]c(C(=O)OCC(=O)Nc2cc(S(=O)(=O)N3CCCCC3)ccc2C)c1C
→ 14%, 1

# Continuation:
SMILES,S3 lipid droplet,S3 lipid droplet cell count max
CC(C)N1CCc2c(sc(NC(=O)c3ccc(S(=O)(=O)N4CCOCC4)cc3)c2C(N)=O)C1,-6%,0
Cn1nc(C(F)(F)F)c(C(=O)Nc2ccc(F)cc2F)c1Sc1cccc(Cl)c1,-14%,5
Cn1c(N)c(C(=O)COC(=O)CCC2CCCC2)c(=O)n(C)c1=O,?,nt
COCCCNC(=S)NNC(=O)c1ccccn1,-1%,-12
S=C(NCCCCc1ccccc1)NCc1ccccc1,16%,18
COC(=O)c1ccc(NC(=O)CSc2ccccn2)cc1,i,nt
COc1ccc(NC(=S)Nc2ccccc2F)c(OC)c1,4%,16
CC(C)CCn1c(S(=O)(=O)O)nc2ccccc21,-17%,nt
CCCCn1c(SCC(N)=O)nc2ccc(N3CCOCC3)cc2c1=O,1%,-14
COc1c(S(=O)(=O)N2CCN(c3ccc(F)cc3)CC2)ccc(Cl)c1Cl,11%,4
CCOc1cc(CNCCO)c(Cl)cc1OCC(=O)NCCc1ccccc1,1%,-6
CCCc1[nH]nc2c1C(/C(C)=C/c1ccccc1)C(C#N)=C(N)O2 (stereo not drawn),?,nt
CC(=O)N1C(=O)C(=C2C=C(C)OC(C)=C2)c2ccccc21,?,nt
COCCN1C(=O)c2oc3ccccc3c(=O)c2C1c1cccc(O)c1 (stereo not drawn),-7%[9.22 µM],-3
CCCNC(=O)Nc1ccc(C(F)(F)F)cc1,-4%,18
Cc1ccc(CN2C(=NC(=O)CCC(=O)O)SC3CS(=O)(=O)CC32)cc1 (stereo not drawn),-7%,-2
O=C(CCN1C(=O)C2C3C=CC(C3)C2C1=O)Nc1ccc2ncccc2c1 (stereo not drawn),?,nt
COc1cc2c(C(=O)O)c(C)n(C)c2c2ccccc12,10%,12
CCCCN(C(=O)c1[nH]c(C)c(C(=O)OCC)c1C)c1c(N)n(CCCC)c(=O)[nH]c1=O,0%,19
S=c1[nH]nc(NCCc2ccccc2)s1,-13%,-4
CC1CN(C(=O)c2ccc(-c3cccc(C(F)(F)F)c3)o2)CC(C)O1 (stereo not drawn),?,nt
O=C(CCc1ccc(S(=O)(=O)NCc2ccccc2)cc1)NCC1CCCO1 (stereo not drawn),-12%,8
Clc1ccc2nc(CN3CCCCCC3)cn2c1,5%,-15
CCN(CC)P(=O)(Nc1cccc(C(F)(F)F)c1)c1ccc(N(C)C)cc1NC(=O)c1ccco1 (stereo not drawn),24%,23
O=C(CSc1ccccn1)N1CCN(c2cccc(Cl)c2)CC1,?,nt

# As entered above:
# S=c1[nH]nc(NCCc2ccccc2)s1 @ S3 lipid droplet = -13%
# CCCCn1c(SCC(N)=O)nc2ccc(N3CCOCC3)cc2c1=O @ S3 lipid droplet cell count max = -14
# Cc1ccc(CN2C(=NC(=O)CCC(=O)O)SC3CS(=O)(=O)CC32)cc1 (stereo not drawn) @ S3 lipid droplet = -7%
# COCCN1C(=O)c2oc3ccccc3c(=O)c2C1c1cccc(O)c1 (stereo not drawn) @ S3 lipid droplet cell count max = -3

# Other compounds
SMILES,S3 lipid droplet,S3 lipid droplet cell count max
CC(=NCCc1ccccc1)C1=C(O)COC1=O,?,nt
CCOc1cc(C(=S)N2CCCC2)ccc1OCC(=O)Nc1c(C)cc(C)cc1C,-11%,nt
Fc1ccc(NC(=S)N2CCc3[nH]c4ccccc4c3C2)cc1,2%,-4
O=C(Cn1c(C(=O)NCCCN2CCOCC2)cc2sccc21)c1ccccc1,?,nt
CCc1ccccc1NC(=O)CCCN1C(=O)C2CC=CCC2C1=O (stereo not drawn),?,nt
CN1CCN(CCCNC(=O)c2ccc3c(c2)N(Cc2ccccc2)CCS3)CC1,-2%,3
Cn1c(=O)n(C)c2cc(NS(=O)(=O)c3ccc(Cl)s3)ccc21,5%,-15
COC(=O)CN(C)C(=O)c1cccc(OC2CCN(S(=O)(=O)N(C)C)CC2)c1,?,nt
CCOc1cccc(NC(=O)/C(C#N)=C/c2cccnc2)c1,18%,5
CCOC(=O)c1c(C)n(-c2ccc(C)cc2)c2ccc(OCC(O)CNCC3CCCO3)cc12 (stereo not drawn),?,nt
CCOC(=O)CSC1=NN2CCS(=O)(=O)N=C2S1,?,nt
CCOc1ccc(C(=O)NCCCCNC(=O)c2ccc(OCC)cc2)cc1,?,nt
O=C(NCCCn1ccnc1)Nc1ccc(Cl)cc1,1%,-6
O=C(O)c1ccccc1OC(=O)C12CC3CC(CC(C3)C1)C2,?,nt
Cc1nn(C)c(C)c1NC(=O)CN1CCC(O)(c2ccc3c(c2)OCO3)CC1,10%,8
COc1ccc(CCN2C(=O)CC(N3CCOCC3)C2=O)cc1 (stereo not drawn),?,nt
